Source: PubChem
CHT PAM: human CHT allosteric activation; 0.49% of 310,000 active; Q9GZV3; CHT-expressing cells, membrane potential dye, choline EC20; hits give high values; LV-AA mutant CHT in HEK293 cells; B-score at 10 µM;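 active = initial fluorescence not abnormally high and integrated response B-score, plate-corrected, over 3 SD above library mean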
Target sequence (Q9GZV3 whole entry, looked up): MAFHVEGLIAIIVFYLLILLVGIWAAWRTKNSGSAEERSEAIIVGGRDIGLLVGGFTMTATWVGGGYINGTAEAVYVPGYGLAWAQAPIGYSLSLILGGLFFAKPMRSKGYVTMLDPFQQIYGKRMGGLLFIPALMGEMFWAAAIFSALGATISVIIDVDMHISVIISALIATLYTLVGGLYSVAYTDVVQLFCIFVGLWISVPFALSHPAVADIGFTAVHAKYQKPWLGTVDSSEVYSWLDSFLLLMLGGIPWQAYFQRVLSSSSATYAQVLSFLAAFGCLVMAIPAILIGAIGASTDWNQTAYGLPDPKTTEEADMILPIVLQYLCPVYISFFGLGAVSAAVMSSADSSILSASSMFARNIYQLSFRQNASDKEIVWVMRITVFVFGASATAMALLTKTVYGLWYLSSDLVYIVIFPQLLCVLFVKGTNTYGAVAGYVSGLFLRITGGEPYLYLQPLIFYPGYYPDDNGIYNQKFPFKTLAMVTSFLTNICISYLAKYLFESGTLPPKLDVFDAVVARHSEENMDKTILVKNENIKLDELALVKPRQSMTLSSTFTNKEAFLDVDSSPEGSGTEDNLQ
CHT block: inhibitors of human choline transporter CHT. Q9GZV3. CHT-expressing cells, membrane potential dye, choline response; hits give low values. B-score at 10 µM. 0.86% of 310,000 active. AID 488975;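 active = B-score over 3 SD under the library average, and starting fluorescence ratio not unusually high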;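 also: choline stimulus applied at its EC90 after an EC20 pre-addition; B-score computed on integrated fluorescence ratio after choline addition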
Starred values were filed as active, the others as inactive; i = inactive. No enrichment for hits. Share with any hit: about 1.5%.

SMILES	CHT PAM	CHT block
COc1cccc(C2CC(C(F)(F)F)n3ncc(C(=O)O)c3N2)c1 (centres undefined)	i	i
CCOC(=O)c1c(NC(=O)CC(C)C)sc(C(C)=O)c1C	i	i
COc1cc(S(=O)(=O)N2CCOCC2)ccc1NC(=O)c1cc2c(s1)CCC2	i	i
COc1ccc(OC)c(NC(=O)C23CC4CC(C2)CC(n2cnc(Br)n2)(C4)C3)c1	i	i
CN1CCN(Cc2c(O)ccc3cc(-c4ccccn4)c(=O)oc23)CC1	i	i
COc1ccc(NC(=O)c2cc(OC)c(OC)cc2OC)c(S(=O)(=O)N2CCOCC2)c1	i	i
CCCc1nnc(SCC(=O)N(CC)CC)n1CC1CCCO1 (centres undefined)	i	i
CCOCC(=O)Nc1ccc(S(=O)(=O)Nc2nccs2)cc1	i	i
Cc1ccc(-n2c(SCC(N)=O)nnc2-c2ccccn2)cc1	i	i
Cn1c(-c2ccc(F)cc2)cnc1SCC(=O)N1CCCc2ccccc21	i	i
c1ccc(Cn2c[n+](Cc3ccccc3)cn2)cc1	i	i
COCCNC(=S)N/N=C/c1ccc([N+](=O)[O-])cc1	i	i
CCC(=O)NC1(C(F)(F)F)C(=O)NC(C)=C1C#N (centres undefined)	i	i
CCC1=C(OC(=O)N(CC)CC)N2C(=O)OC(=NCc3ccccc3)[C@]2(C)[C@H]2C1=CC[C@H]1C(=O)N(c3ccccc3)C(=O)[C@H]12	i	i
COc1cccc(-c2cc(=O)c3cc(NC(=O)c4ccccc4)ccc3[nH]2)c1	i	i
COc1ccc(Oc2coc3cc(O)ccc3c2=O)cc1	i	i
COCCn1c(=N)c(C(=O)NCc2ccco2)cc2c(=O)n3ccccc3nc21	i	i
CCOC(=O)N1CCN(C(=O)c2ccc(Cl)c(S(=O)(=O)Nc3ccccc3)c2)CC1	i	i
Cc1ccc(CN2CCN(CC(=O)N=Nc3c(O)[nH]c4ccccc34)CC2)cc1	i	i
Cn1ccnc1C(=O)c1ccc(S(=O)(=O)N2CCCC2)cc1	i	i
CN(c1ccc(C(=O)NC2CC2)cc1)S(=O)(=O)c1ccccc1	i	i
CC(C)(C)c1ccccc1OCC(=O)NCc1ccccc1	i	i
COc1cc(/C=N/NC(=O)c2cc(-c3cccc(Br)c3)nc3ccccc23)cc(OC)c1O	i	i
COc1ccc(/C=C2\CCCC3C2=NN(C(=O)CSc2n[nH]c(N)n2)C3c2ccc(OC)cc2)cc1 (centres undefined)	i	i
COc1cc(C(=O)NC(CCSC)C(=O)OCC(=O)NC(=O)C2CCCCC2)cc(OC)c1OC (centres undefined)	i	i

The results go on:
SMILES	CHT PAM	CHT block
COc1cc(/C=N/NC(=O)CCC(=O)NC2CCCCC2)ccc1C	i	i
CCOC(=O)C1=C(Nc2ccc(Cl)cc2)OCC1=O	i	i
Cc1cc(OCCCCN2C(=O)NC(C)(C)C2=O)ccc1[N+](=O)[O-]	i	i
COc1cc(-c2n[nH]c(=S)n2-c2cccc(C(F)(F)F)c2)cc(OC)c1OC	i	i
COc1cc(OC)cc(C(=O)NCC(=O)OCC(=O)N2CC(C)CC(C)C2)c1 (centres undefined)	i	i
COc1cc(/C=C(\C#N)C(=O)Nc2cccc3ncccc23)cc(OC)c1OC	i	i
COc1ccc(/C=C(/C#N)C(=O)Nc2ccc(O)cc2)cc1C(=O)O	i	i
CC[C@@H]1CN(C)[C@H]2Cc3c([nH]c4ccccc34)C(=O)C[C@@H]1[C@@H]2C(=O)OC	i	i
O=C(CN1C(=O)c2ccccc2S1(=O)=O)NCc1ccccc1	i	i
COc1ccccc1NS(=O)(=O)c1ccc(C)c(NS(=O)(=O)c2cc(C(=O)O)cc(C)c2C)c1	i	i
CC1(C)N=C(C(=O)c2ccccc2)N(O)C1(C)O (centres undefined)	i	i
CCNS(=O)(=O)c1ccc(CCC(=O)NC2CCCC2)cc1	i	i
Cc1cccc(OCCn2cc(/C=N/NC(=O)c3ccncc3)c3ccccc32)c1	i	i
COCCn1c(SCC(=O)Nc2ccc(C(C)=O)cc2)nnc1-c1ccco1	i	i
Cc1ccc(/C=C/c2onc(C)c2S(=O)(=O)N2CCC(C(=O)N3CCN(C)CC3)CC2)cc1	i	i
Cc1ccc(OC/C(O)=C(\C#N)c2nc3ccccc3s2)cc1	i	i
COc1ccc(-n2c(COc3ccc(Cl)cc3)nnc2SCc2ccc(C#N)cc2)cc1	i	i
COc1ccc(C(CCN2CCOCC2)c2c(O)cc(OC)cc2OC)cc1 (centres undefined)	i	i
O=C(CCCC(=O)n1cnc2ccccc21)n1cnc2ccccc21	i	i
O=C(NCC(c1ccco1)N1CCCCC1)C(c1ccccc1)c1ccccc1 (centres undefined)	i	i
C/C=C/C(=O)OCc1csc(CC(=O)Nc2ccccc2C)n1	i	i
CCNC(=O)N1C(=O)C2(OCCO2)c2ccccc21	i	i
CC(NC(=O)C(=O)N1CCOCC1)C(c1cccs1)N1CCN(c2ccc(F)cc2)CC1 (centres undefined)	i	i
CCCCOc1cccc(C(=O)N(Cc2cccs2)C2CCS(=O)(=O)C2)c1 (centres undefined)	i	i
Cc1noc(C)c1C(=O)N1CCCC(Nc2ccc(C(C)C)cc2)C1 (centres undefined)	i	i

Next records:
SMILES	CHT PAM	CHT block
Cc1cccc(NC(=O)CCSc2nncn2C)c1	i	i
CN(C)Cc1c(C(=O)N/N=C/CCc2ccccc2)nnn1-c1nonc1N	i	i
Cc1ccc(-c2nc(CSCC(=O)NCCCN3CCOCC3)c(C)o2)cc1	i	i
O=C(CN1C(=O)c2cccc3cccc1c23)NCc1cccnc1	i	i
CCN1CCN(c2ccc([N+](=O)[O-])cc2S(=O)(=O)N2CCOCC2)CC1	i	i
CCOC(=O)c1sc(NC(=O)c2sc(C)nc2C)nc1C	i	i
N#CC1(c2ccccc2)CCCN1C(=O)c1ccco1 (centres undefined)	i	i
Cc1occc1C(=O)NNC(=S)Nc1cccc([N+](=O)[O-])c1	i	i
C=CCn1c(=O)c2ccccc2n2c(SCC(=O)Nc3sc(C(=O)N(CC)CC)c(C)c3C(=O)OCC)nnc12	i	i
Cc1c(-c2nnc(SCC(=O)O)n2-c2ccccc2Br)nnn1-c1ccccc1	i	i
N/C(CC(=O)NCCOc1ccccc1)=N\O	i	i
Cc1ccc(N2CCN(CC(O)COC3CCCCC3)CC2)cc1 (centres undefined)	i	i
COc1cccc(C(=O)N=c2sc3c(C)ccc(OC)c3n2C)c1	i	i
COC(=O)C1=C(C)NC(=O)NC1c1ccc2ccccc2c1 (centres undefined)	i	i
CCCS(=O)(=O)N1CCCC(C(=O)NCCCN(Cc2ccccc2)C(C)C)C1 (centres undefined)	i	i
Cc1cc(N2CCOCC2)nc2ccc(NC(=O)CCC(=O)N3CCN(c4ccc(F)cc4)CC3)cc12	i	i
CCC1CCCCN1C(=O)c1ccc([N+](=O)[O-])o1 (centres undefined)	i	i
CCN1CCN(CCCNC(=O)CCC(=O)N2CCOc3ccc(Cl)cc32)CC1	i	i
c1ccc(CCc2nn3c(Cc4ccccc4)nnc3s2)cc1	i	-5.4*
Cc1cccc(C(=O)NCC(=O)N2CCCC2)c1	i	i
O=C(CCc1ccc(S(=O)(=O)N2CCOCC2)cc1)Nc1nc(COc2ccccc2)cs1	i	i
CCN1CCN(c2ccc(S(=O)(=O)N3CCCC3)cn2)CC1	i	i
COc1ccc(C(C)(C)C)cc1NC(=O)c1ccc[n+]([O-])c1	i	i
Cc1cccc(-c2nnn3c2nc(NCCc2ccc(S(N)(=O)=O)cc2)c2ccccc23)c1	i	i
COc1ccc(CN2CCC(N3CCC(C(=O)N4CCOCC4)CC3)CC2)c(F)c1	i	i

(continued)
SMILES	CHT PAM	CHT block
Cc1cc(C)n(-c2nc3c(c(=O)[nH]c(=O)n3C)n2CCc2ccccc2)n1	i	i
O=C(NCc1cccc(F)c1F)C1CCC(=O)N(C2CC2)C1 (centres undefined)	i	i
CCc1ccc(Nc2nc(N)nc(CSc3nc4ccccc4s3)n2)cc1	i	i
O=C(NCCc1c[nH]c2ccccc12)C(=O)NCC1OCCN1S(=O)(=O)c1ccc(Cl)cc1 (centres undefined)	i	i
O=C(NCc1cccs1)c1ccc(Cl)c(S(=O)(=O)N2CCCC2)c1	i	i
COc1ccc(S(=O)(=O)N2CCCCC2)cc1NC(=O)c1cccnc1SC	i	i
c1ccc2c(-c3nc(-c4ccncc4)no3)cccc2c1	i	i
Cc1ccccc1OCc1nc(-c2ccc(NC(=O)c3ccco3)cc2)no1	i	i
COC(=O)c1c(C(=O)OC)c(C)n(Cc2ccco2)c1C	i	i
CC(C)(C)CC(C)(C)NC(=O)Nc1cccc([N+](=O)[O-])c1	i	i
COc1ccc(Cc2nc(C(=O)NCc3ccccc3OC)cs2)cc1	i	i
CC(C)(C)C(=O)Nc1cc(S(=O)(=O)Nc2ccc(Cl)cc2)ccc1O	i	i
O=[N+]([O-])c1cccc(Cl)c1NCCNS(=O)(=O)c1ccccc1	i	i
O=C(N1CCOCC1)n1nnc2ccccc21	i	i
CCO[C@H]1OC(C(=O)NC2CC2)=C[C@@H](c2c[nH]c3ccccc23)[C@@H]1CCCO	i	i
Cc1ccc(C(=O)Cc2ccccc2)o1	i	i
CCOc1ccc(N2C(=O)CS/C2=C(\C(Cl)=C(Cl)Cl)[N+](=O)[O-])cc1	i	i
COc1ccc(C23NCCN2C(=O)c2ccccc23)cc1 (centres undefined)	i	i
CCn1c(SCc2ccccc2)nnc1-c1cccs1	i	i
CCOC(=O)Cc1csc(NC(=O)CSc2nnnn2-c2ccc(CC)cc2)n1	i	i
CCn1cc(C(=O)NC(C)CCc2ccccc2)c(=O)c2cc(S(=O)(=O)N(C)C)ccc21 (centres undefined)	i	i
COc1ccc(CNc2nc(-c3ccccc3)nn2C(=O)c2ccc([N+](=O)[O-])cc2)cc1	i	i
COc1ccc(N2C(=O)C3CCCCC3C2=O)cc1NC(=O)c1ccccc1 (centres undefined)	i	i
CCO[C@@H]1OC(C(=O)O)=C[C@H](c2ccccc2)[C@H]1CCCO	i	i
CN(Cc1cnccn1)Cc1nc(Cc2cccc(F)c2)no1	i	i

In a second layout: results already given.
SMILES | CHT PAM | CHT block
CCc1ccc(Nc2nc(N)nc(CSc3nc4ccccc4s3)n2)cc1 | i | i
O=C(NCCc1c[nH]c2ccccc12)C(=O)NCC1OCCN1S(=O)(=O)c1ccc(Cl)cc1 (centres undefined) | i | i
O=C(NCc1cccs1)c1ccc(Cl)c(S(=O)(=O)N2CCCC2)c1 | i | i
COc1ccc(S(=O)(=O)N2CCCCC2)cc1NC(=O)c1cccnc1SC | i | i
c1ccc2c(-c3nc(-c4ccncc4)no3)cccc2c1 | i | i
Cc1ccccc1OCc1nc(-c2ccc(NC(=O)c3ccco3)cc2)no1 | i | i
COC(=O)c1c(C(=O)OC)c(C)n(Cc2ccco2)c1C | i | i
CC(C)(C)CC(C)(C)NC(=O)Nc1cccc([N+](=O)[O-])c1 | i | i
COc1ccc(Cc2nc(C(=O)NCc3ccccc3OC)cs2)cc1 | i | i
CC(C)(C)C(=O)Nc1cc(S(=O)(=O)Nc2ccc(Cl)cc2)ccc1O | i | i
O=[N+]([O-])c1cccc(Cl)c1NCCNS(=O)(=O)c1ccccc1 | i | i
O=C(N1CCOCC1)n1nnc2ccccc21 | i | i
CCO[C@H]1OC(C(=O)NC2CC2)=C[C@@H](c2c[nH]c3ccccc23)[C@@H]1CCCO | i | i
Cc1ccc(C(=O)Cc2ccccc2)o1 | i | i
CCOc1ccc(N2C(=O)CS/C2=C(\C(Cl)=C(Cl)Cl)[N+](=O)[O-])cc1 | i | i
COc1ccc(C23NCCN2C(=O)c2ccccc23)cc1 (centres undefined) | i | i
CCn1c(SCc2ccccc2)nnc1-c1cccs1 | i | i
CCOC(=O)Cc1csc(NC(=O)CSc2nnnn2-c2ccc(CC)cc2)n1 | i | i
CCn1cc(C(=O)NC(C)CCc2ccccc2)c(=O)c2cc(S(=O)(=O)N(C)C)ccc21 (centres undefined) | i | i
COc1ccc(CNc2nc(-c3ccccc3)nn2C(=O)c2ccc([N+](=O)[O-])cc2)cc1 | i | i
COc1ccc(N2C(=O)C3CCCCC3C2=O)cc1NC(=O)c1ccccc1 (centres undefined) | i | i

(continued)
SMILES	CHT PAM	CHT block
Cc1sc(NC(=O)C2CCCCC2C(=O)O)c(C(N)=O)c1C (centres undefined)	i	i
COC(=O)c1cn(NC(=O)Cc2ccc(Cl)c(Cl)c2)c(=O)c2ccccc12	i	i
CCOC(=O)CN1C(=O)S/C(=C/c2ccc(N3CCCCC3)o2)C1=O	i	i
Cc1ccc(OCC(=O)Nc2ccc(C)c(S(=O)(=O)N3CCCCC3)c2)c([N+](=O)[O-])n1	i	i
CC(C)(C)NC(=O)COc1ccc(CNn2nnnc2N)cc1	i	i
NS(=O)(=O)c1ccc(N/N=C2/CCCCC2C2CCCCC2)c([N+](=O)[O-])c1 (centres undefined)	i	i
Cc1sc(NC(=O)c2ccc(Cl)s2)c(C(N)=O)c1C	i	i
COc1cc(CNC2CCCC2)cc(Cl)c1OCc1ccccc1Cl	i	i
COc1cc(OC)nc(-n2ncc(Br)c(Br)c2=O)n1	i	i
O=C(CCNC(=O)c1ccc(Br)cc1)NCc1ccccn1	i	i
Cc1nnc(SCc2nc3scc(-c4ccccc4)c3c(=O)[nH]2)s1	i	i
CC(=O)NC1CC2CCCC(C1)N2CC(=O)NCc1ccc(F)cc1 (centres undefined)	i	i
NC(=O)NC(Cc1ccccc1)C(=O)NCCCSc1ccccc1 (centres undefined)	i	i
CCn1c(C)nnc1SCC(=O)Nc1ccc(N2CCOCC2)cc1	i	i
CN(C)/C=C(\C#N)c1nc2ccccc2[nH]1	i	i
CCC1(NC(C)=O)CC2CC1CC2NC(C)=O (centres undefined)	i	i
CCCc1cc(C(N)=O)c(NC(=O)c2ccoc2C)s1	i	i
CC(C)NC(=O)C1CCN(C2CCN(CC3CC=CCC3)CC2)CC1 (centres undefined)	i	i
CCOC(=O)c1c(-c2ccccc2)oc2ccc(OCC(O)CNCCN(C)C)cc12 (centres undefined)	i	i
Cc1cccc(CS(=O)(=O)c2ncc(Cl)c(C(=O)Nc3ccc(F)cc3)n2)c1	i	i
COc1ccccc1CC(=O)NC1CCCc2ccccc21 (centres undefined)	i	i
